# Bioassay records as filed in PubChem.
# L929 necroptosis: blocks zVAD induced death of L929 cells. L929 zVAD necroptosis rescue, ATP luminescence, 24 h; with zVAD 60 µM. viability rescue, % at 10 µM. 0.38% of 220,000 active. AID 1377;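 active = activation, scaled between plate controls, above about 75%, limit read from the data; inactive = activation under that limit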;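 also: 0% = zVAD with DMSO and 100% = DMSO alone without zVAD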
# NCF1 inh: blocks human p47phox regulatory protein of NADPH oxidases; 0.53% of 220,000 active; inhibition, % at 24.7 µM; p47phox/p22phox peptide binding, fluorescence polarization, 2 h;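 active = inhibition above about 30%, limit read from the data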;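 also: 0% = p47phox with labelled peptide and 100% = labelled peptide alone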
# Target sequence (P14598 whole entry, looked up): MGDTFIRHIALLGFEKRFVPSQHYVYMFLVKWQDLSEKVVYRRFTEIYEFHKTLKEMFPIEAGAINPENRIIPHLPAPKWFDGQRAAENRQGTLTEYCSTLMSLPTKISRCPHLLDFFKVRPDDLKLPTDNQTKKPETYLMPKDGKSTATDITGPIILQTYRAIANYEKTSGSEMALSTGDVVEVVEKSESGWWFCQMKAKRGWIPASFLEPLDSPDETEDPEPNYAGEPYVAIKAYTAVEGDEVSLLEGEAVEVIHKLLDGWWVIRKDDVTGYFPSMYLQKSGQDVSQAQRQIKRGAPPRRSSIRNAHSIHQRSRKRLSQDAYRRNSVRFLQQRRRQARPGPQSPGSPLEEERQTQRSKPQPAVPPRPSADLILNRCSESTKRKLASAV
# EBV gp42 block: EBV gp42 inhibition; Fluorescence polarization binding assay, mP read-out; 0.42% of 220,000 active; AID 1085; inhibition, % (tested at 21.74 µM); Q1HVG2; in the data active = inhibition above about 50%
# Target sequence (Q1HVG2 whole entry, looked up): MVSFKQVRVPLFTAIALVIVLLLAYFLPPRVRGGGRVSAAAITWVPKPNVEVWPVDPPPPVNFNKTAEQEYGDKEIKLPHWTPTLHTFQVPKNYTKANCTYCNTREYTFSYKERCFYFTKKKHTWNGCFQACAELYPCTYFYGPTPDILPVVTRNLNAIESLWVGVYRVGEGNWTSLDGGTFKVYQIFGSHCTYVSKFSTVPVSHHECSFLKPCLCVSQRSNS
# Hck-Nef inh: inhibitors of human Hck kinase activated by Nef; P08631; Recombinant Hck-YEEI plus Nef, Z-Lyte FRET kinase assay; inhibition, % at 20 µM; 0.68% of 220,000 active; AID 463187;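 active = Hck-Nef kinase inhibition above about 50%, limit read from the data; inactive = inhibition below that limit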;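 also: 0% = DMSO with Hck plus Nef and 100% = Hck alone without Nef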
# TbHK1 inh: blocks Trypanosoma brucei hexokinase 1 activity. recombinant TbHK1, G6PDH-coupled NADH A340. inhibition, % at 10 µM. 0.11% of 220,000 active. AID 1430;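 active = inhibition of 50% or more in the single-dose primary screen; inactive = inhibition below 50%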
# MDM2 E3 inh: blocks human Mdm2 ubiquitin ligase activity | Q00987 | signal enhancement, % at 5 µM | cell-based MDM2 ubiquitination luciferase reporter, 2 h; 0 = plate control, 100 = twice control, blank-subtracted | 0.11% of 210,000 active | AID 1230;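 active = signal enhancement of 30% or more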;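 also: luminescence tracks abundance of the self-degrading MDM2-luciferase fusion protein; higher signal means inhibition of MDM2 E3 ligase activity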
#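 System: stable MDM2–luciferase fusion reporter cells / Input: 2000 cells seeded into each well / Schedule: 4 h settle plus 2 h compound, 37 °C / Compound: single-point 5 µM / Buffer or medium: cells held in DMEM / Benchmarks: control and blank well means / Evaluation: percent signal gain over controls, blank-subtracted / Measured by: luciferase luminescence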
# 14-3-3 Bad PPI: disrupts binding of bovine 14-3-3 zeta to phospho-Bad peptide; P63103; TR-FRET 14-3-3zeta/Dy647-pBad peptide displacement, 1 h; inhibition, % at 21.7 µM; 0.71% of 220,000 active;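 active = inhibition above about 70%, limit read from the data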;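 also: 0% = full 14-3-3 plus peptide FRET controls and 100% = background without 14-3-3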
# Target sequence (P63103 whole entry, looked up): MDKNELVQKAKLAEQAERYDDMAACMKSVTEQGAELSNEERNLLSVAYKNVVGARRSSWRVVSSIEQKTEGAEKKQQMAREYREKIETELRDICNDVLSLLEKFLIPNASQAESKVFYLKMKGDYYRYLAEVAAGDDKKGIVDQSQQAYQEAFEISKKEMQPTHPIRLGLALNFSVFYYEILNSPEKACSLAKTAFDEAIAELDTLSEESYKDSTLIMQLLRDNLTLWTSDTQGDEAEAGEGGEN
# Runt-CBFb FRET: inhibitors of human RUNX1 Runt domain binding to CBFb. Q01196+Q13951. Cerulean-Runt/Venus-CBFb FRET ratio 530/480, 1 h. inhibition, % at 20 µM. 0.46% of 220,000 active. AID 1496;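 active = inhibition over about 50% at 20 µM in the single-dose screen, limit read from the data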;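 also: 0% = DMSO wells and 100% = excess unlabeled CBFb competitor control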
#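 Assay system: Cerulean-tagged RUNX1 Runt domain (FRET donor) fusion protein / Amount: 100 nM each of Venus-CBFb and Cerulean-Runt domain / Medium: Tris buffer pH 7.5 with salts and BSA / Also added: Venus-CBFb 100 nM / Schedule: 1 h complex formation plus 1 h compound treatment, room temperature / Signal: FRET fluorescence / Read-out: loss of energy transfer signal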
# Runt-SMMHC FRET: inhibitors of human RUNX1 Runt domain binding to CBFb-SMMHC; Q01196+Q13951; Cerulean-Runt/Venus-CBFb-SMMHC FRET ratio 530/480, 1 h; inhibition, % at 20 µM; 0.74% of 220,000 active; AID 1434;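 active = mean inhibition across duplicate retests at 20 µM reaching about 50%, limit read from the data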;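 also: 0% = DMSO wells and 100% = wells with excess untagged CBFb-SMMHC; inhibitors lower the FRET ratio by blocking Runt binding to CBFb-SMMHC; some results filed as inactive read as strong as hits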
# The depositor's hits bear a star; / = no result given; [ ] = dose if it differs, or a comment.
Structure	L929 necroptosis	NCF1 inh	EBV gp42 block	Hck-Nef inh	TbHK1 inh	MDM2 E3 inh	14-3-3 Bad PPI	Runt-CBFb FRET	Runt-SMMHC FRET
O=C(c1ccccc1)N1CCc2ccccc21	4.0	-6	-10	-17	36	-9	0	0	0
Cc1ccc(Cn2nnnc2CN2CCC(O)(c3ccc(F)cc3)CC2)cc1	0.6	-2	-3	1	-4	-18	-3	-7	-2
O=C(COC(=O)c1cccs1)NCCC1=CCCCC1	0.4	-7	-9	1	2	-14	7[fluorescence artefact?]	-2	2
Cc1ccc(OCCc2csc(N)n2)cc1	1.4	-5	-14	18	-3	20	-7	-2	-2
O=[N+]([O-])c1ccc(N2CCN(S(=O)(=O)c3ccccc3)CC2)cc1NCc1ccco1	0.0	-7	-8	4	-1	-10	6[fluorescence artefact?]	10	-4
FC(F)(F)c1ccc(Oc2ccc3c(C(F)(F)F)cc(C(F)(F)F)nc3n2)cc1	0.1	-12	-13	0	2	-1	5	-4	0
Cc1cc(-n2cccn2)ccc1CN1CCN(C2CCCC2)C(CCO)C1 (configuration not stated)	0.0	-7	-13	5	-1	-20	-2	0	-6
Fc1ccc(CN2C3=NCCCN3c3ccccc32)cc1	-0.7	6	-1	3	8	-13	2	-1	6
COc1cc(/C=N/NC(=O)c2ccncc2)ccc1OC(=O)c1ccccc1Cl	0.3	-11	-5	33	-20	-2	-6	-4	0
CCc1nnc(NC(=O)CSc2nc3c(cc2C#N)CCC3)s1	0.8	-16	-9	1	-4	-20	3[fluorescence artefact?]	6	-9
Oc1ccc(-n2cnnn2)cc1	0.2	10	8	2	-2	-7	0	2	-5
Cc1cccc(C2c3[nH]c4ccccc4c3CCN2C(=O)c2cc(-c3cccn3C)n[nH]2)n1 (configuration not stated)	7.1	-21	-12	17	-8	1	-10	23	13
CCCOc1ccc(N2C(=O)CC(N(CCc3ccc(OC)cc3)C(=O)/C=C/C(=O)O)C2=O)cc1 (configuration not stated)	8.5	3	-2	14	-12	-6	1	0	-2
CCN(CC)S(=O)(=O)c1cc(C(=O)O)ccc1Cl	-0.2	-12	-1	8	0	-5	1[fluorescence artefact?]	-1	-4
CCOc1ccc(CSCCNC(=S)Nc2ccc(OC)cc2)cc1	-0.1	-15	-1	10	-6	6	4	-2	-2
CSc1ccc(Cl)c(C(=O)NCCOc2ccccc2)c1	0.2	2	-7	1	-2	-16	-2	-3	-3
CC(C)CN1C=C2C(=O)C(C)(OC(=O)CCc3ccccc3)C(=O)C=C2C=C1c1ccc(C#N)cc1 (configuration not stated)	0.0	-19	15	20	-34	11	2	4	0
FC(F)(F)c1nnc2ccc(N3CCOCC3)nn12	-0.1	-14	-12	0	-5	-10	3[fluorescence artefact?]	0	-3
Cc1cc(C(=O)N/N=C/c2ccc([N+](=O)[O-])o2)c(C)o1	0.3	56*	-8	6	-4	-1	1	-2	1
CCOC(=O)c1ccc(NC(=O)COC(=O)Cc2csc(-c3ccccc3)n2)cc1	0.7	-18	-3	1	-4	-10	8	-3	0
Cc1cc(O)c(/C=N/Nc2ccccc2)c(=O)o1	-0.6	2	-10	2	-22	-10	/	4	0
CCN(CC)C(=O)C(=O)c1cn(CC(=O)N2CCc3ccccc3C2)c2ccccc12	-0.6	5	-7	27	-12	-7	-4	-1	0
Cc1cccc(OCc2ccc(C(=O)Nc3ccc(F)cc3)cc2)c1	1.5	-18	-19	1	1	-16	2[fluorescence artefact?]	2	1
CC(Oc1ccc(Cl)cc1)C(=O)Nc1ncccn1 (configuration not stated)	1.7	-5	-34	4	0	3	16	-1	-8
CC(=O)Nc1ccc(S(=O)(=O)N2CCC(NC(C)=O)(c3cccc(F)c3)CC2)cc1	0.6	8	-21	-16	2	-1	3	-1	1
COc1ccc(NC(=O)c2ccc3c(=O)n(-c4ccc(OC)cc4OC)c(=S)[nH]c3c2)c(OC)c1	0.0	-8	-8	1	-1	-5	-14	4	-1
Oc1ccc(-c2n[nH]c(=S)n2-c2ccc3c(c2)OCCO3)c(O)c1	5.4	-3	13	1	-3	13	2[fluorescence artefact?]	22	20
COc1cc(Cl)c(C)cc1NC(=O)Cn1c(NCCO)nc2ccccc21	0.7	-6	-6	-19	0	-19	-7	2	0
CN(C(=O)COc1ncnc2sccc12)c1ccccc1	0.2	-11	-10	0	-2	-12	-11	-1	2
COc1ccc(-n2c(Cc3cccn3C)nnc2SCC(=O)Nc2ccccc2OC)cc1	-0.5	-15	-5	-4	3	-16	0	0	-1
Cn1c(SCC(=O)Nc2ccc3nc(SCC(=O)N4CCCC4)sc3c2)nnc1-c1ccc(N)cc1	1.0	-6	88*	13	-19	-10	-2	4	-8
CCOC(=O)CN(Cc1sccc1C)C(=O)Nc1ccc(OC)cc1OC	0.8	-13	-20	2	-1	-10	-5	1	2
Cc1ccc(C)c2[nH]c(=O)c(C(c3nnnn3CCc3ccccc3)N3CCOCC3)cc12 (configuration not stated)	0.0	-11	-7	0	-11	1	-2	-3	-4
O=C(CCCn1c(SCC(=O)c2ccccc2)nc2ccccc2c1=O)NCC1CCCO1 (configuration not stated)	0.2	-13	-1	0	-4	-17	4	-3	-8
COc1ccc(CCN(C)C(=O)c2ccc(S(=O)(=O)NCc3ccco3)cc2)cc1OC	-0.1	0	-9	5	6	-7	-18	-1	6
CCn1c(=O)cc(N2CCCCC2)[nH]c1=O	-0.1	-12	-4	2	0	-21	1[fluorescence artefact?]	1	0
Cc1cc(C)nc(NC(=O)/C=C/c2cccs2)c1	-0.1	-7	1	-1	-44	-14	9	-2	4
CCN1C(=O)C(CC(=O)NCCc2ccccc2)N(NC(=O)c2cccnc2)C1=S (configuration not stated)	4.2	-2	-14	31	-6	12	-13	0	-3
Cc1ccc(NC2=C(Cl)C(=O)c3ccccc3C2=O)cc1	0.1	-16	5	0	0	7	-1	7	10
O=C(c1cnn(-c2ccccc2)c1-n1cccc1)N1CCN(C2CCCCC2)CC1	1.0	-12	-13	7	-11	6	7	-2	-2
CCn1c2ccccc2c2cc(NC(=O)COC(=O)c3cc(Cl)c(N)cc3OC)ccc21	1.5	-22	-33	46	-25	/	-3	1	-1
Cc1cc(=O)[nH]c(=O)n1Cc1ccccc1	2.1	-7	2	-8	2	-7	-10	0	-1
CCOC(=O)CON1C(=O)C(=O)N(OCC(=O)OCC)[C@H]2CCCC[C@H]21	0.3	1	-17	12	8	-12	-4	-1	1
Cc1ccc2oc(Nc3nc(C)c(C)c(C)n3)nc2c1	0.4	6	-13	9	8	-20	0	0	-2
COc1cc(NC(=O)CN2CC(c3ccccc3)CC2=O)cc(OC)c1 (configuration not stated)	2.6	-5	-10	0	-7	-12	24	-2	-4
O=C(NCC1CCCO1)C(c1cccs1)N(Cc1cccs1)C(=O)Cn1nnc(-c2cccs2)n1 (configuration not stated)	-0.8	-17	-3	18	-1	-8	10	1	2
Cn1nc(OCC(=O)O)cc1C(F)(F)F	-0.5	-1	-5	6	-11	-16	-4	-1	-3
CCN(CC)S(=O)(=O)c1ccc(C(=O)OCn2nnc3ccccc3c2=O)cc1	1.7	0	7	1	1	-9	2	-3	3
CCc1cc(-c2onc(C)c2-c2cscn2)c(O)cc1OC	1.2	-19	-8	31	-6	-2	-10	-1	-3
COc1ccc(N2CCN(C(=O)CSc3nc4[nH]ncc4c(=O)n3-c3cccc4ccccc34)CC2)cc1	-0.4	7	3	9	4	-2	-4	-2	1
Cn1c(=O)cc(N)n(Cc2ccccc2)c1=O	3.0	-1	-3	1	-3	/	3	-1	-1
O=C(NCc1ccccn1)C1CCN(S(=O)(=O)N2CCCC2)CC1	-1.1	-3	4	-18	7	2	-6	1	1
CC(C)NC(=O)c1cc2c(-c3ccc(Cl)cc3)nn(C)c2s1	0.0	-16	-18	2	-12	-10	2	-6	-3
CCc1nc(NCc2ccc3c(c2)OCO3)c2oc3ccccc3c2n1	-0.1	-16	14	1	0	4	66[fluorescence artefact?]	-1	1
CN1CCN(CC(=O)Nc2ccc([N+](=O)[O-])cc2Br)CC1	0.1	-3	-11	2	-12	-9	6	0	2
Cc1ccc(NC(=O)C2CCN(S(=O)(=O)c3c(C)noc3/C=C/c3ccco3)CC2)nc1	0.0	-36	-3	2	-4	-7	-6	1	-3
Cc1cc(C)nc(/N=C(\NC(=O)C(C)(C)C)Nc2ccccc2)n1	1.3	-7	-4	-4	-11	-10	6	-3	-2
CCn1c(SCC(=O)NNC(=O)c2ccccc2)nnc1-c1ccncc1	-0.6	-7	-12	-1	-2	-2	-2[fluorescence artefact?]	1	-4
O=C(c1cccc(C(F)(F)F)c1)c1c[nH]c(C(=O)NCCCN2CCOCC2)c1	3.7	-1	6	-8	-1	-2	-4	-1	1
Cc1nc2nc(SCC(=O)NCc3ccco3)nn2c(C)c1Cc1c(F)cccc1Cl	-0.3	-3	-12	2	2	-17	0	-2	-2

# (cont.)
Structure	L929 necroptosis	NCF1 inh	EBV gp42 block	Hck-Nef inh	TbHK1 inh	MDM2 E3 inh	14-3-3 Bad PPI	Runt-CBFb FRET	Runt-SMMHC FRET
Cc1c(C#N)c(N)c(C(=O)c2ccccc2)n1Cc1ccccc1	-0.2	-4	-11	1	-19	-4	16	1	-4
COc1cccc(NC(=O)c2cc([N+](=O)[O-])ccc2NC(=O)CNCC2CCCO2)c1 (configuration not stated)	-1.3	-7	5	-12	-5	11	-4	1	-1
CC(C)(C)c1ccc(C(=O)c2c[nH]c(C(=O)NCC3CCCO3)c2)cc1 (configuration not stated)	2.4	-10	-17	2	-2	-1	-7	-5	-1
Cn1nc(C(=O)OCC(=O)N2CCc3ccccc32)c2ccccc2c1=O	1.0	12	-11	0	-4	-15	26	4	0
CSc1nnnn1-c1c(C)cc(C)cc1C	-0.7	0	-6	17	-1	-3	0	0	1
CCN(CC)C(=O)c1cnn(-c2ccccc2)c1NC(=O)c1ccco1	-0.1	-79	-16	3	-11	-28	-4	2	-1
CCc1ccc(OCC(=O)NNC(=O)CSc2ncnc3sc(C)c(C)c23)cc1	-0.5	-15	-12	3	16	-14	-1[fluorescence artefact?]	/	0
O=C(CN1CCN(Cc2ccc(Cl)cc2)CC1)N/N=C/c1ccncc1	0.4	0	-8	-1	-3	0	5	0	2
Cn1c(SCc2nc(-c3cccs3)no2)nnc1C1CCCCC1	-0.5	-8	-11	-11	3	-4	4[fluorescence artefact?]	0	0
CCOC(=O)N1CCN(C(=S)NC(=O)c2cc(Br)ccc2Cl)CC1	0.3	-8	2	22	-4	-10	-18	1	4
NC(=NC(=O)c1ccccc1)N1CCN(C(c2ccccc2)c2ccccc2)CC1	0.3	-6	-1	21	-10	-3	2	0	2
N#Cc1c(/N=C/c2cccs2)sc2c1CCCCC2	1.7	-13	0	0	2	-15	-16	9	-2
